# Screening data as filed in PubChem BioAssay.
# mlh1 rad18 – NCI yeast anticancer drug screen, S. cerevisiae mlh1 rad18 strain; actives 11% (n = 79,000); AID 175; growth inhibition, % at 50 µM;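 further: 0% = growth of vehicle-only cultures of the same strain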
#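 Genetically defined yeast (DNA repair-deficient) exposed to compounds; growth inhibition determined relative to vehicle.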
# rad50 – NCI yeast anticancer drug screen, S. cerevisiae rad50 strain; growth inhibition, % at 50 µM; AID 155; actives 10% (n = 79,000);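 further: 0% = growth of vehicle-only cultures of the same strain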
#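 Genetically altered yeast (DNA repair pathway); compound treatment; growth inhibition vs vehicle ctrl.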
# sgs1 mgt1 – NCI yeast anticancer drug screen, S. cerevisiae sgs1 mgt1 strain. AID 161. actives 10% (n = 78,000). growth inhibition, % at 50 µM;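 further: 0% = growth of vehicle-only cultures of the same strain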
#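 Genetically altered yeast, compound exposure, growth inhibition relative to vehicle.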
# yeast mec2-1 – NCI yeast anticancer drug screen, S. cerevisiae mec2-1 strain | % growth inhibition at 50 µM | AID 157 | actives 9% (n = 79,000);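 further: 0% = growth of vehicle-only cultures of the same strain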
#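 Yeast mec2-1 mutant treated with compound. Readout: growth inhibition vs vehicle controls.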
# yeast cln2 rad14 – NCI yeast anticancer drug screen, S. cerevisiae cln2 rad14 strain; actives 8.3% (n = 78,000); % growth inhibition at 50 µM;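 further: 0% = growth of vehicle-only cultures of the same strain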
#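 Relative to vehicle controls, growth inhibition of compound-treated cln2 rad14 yeast was recorded.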
# bub3 – NCI yeast anticancer drug screen, S. cerevisiae bub3 mutant strain | growth inhibition, % at 50 µM | actives 9.9% (n = 78,000);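 further: 0% = growth of vehicle-only cultures of the same strain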
#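 Yeast carrying a defined mutation is treated with each compound, and growth is compared with that of vehicle-exposed cells to give inhibition.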
# * hit, by the source's call; . = no result given; & = joins results of further samples. No stated cut-off is given here; in the data, active means growth inhibition above about 70%; inactive means the rest.
SMILES,mlh1 rad18,rad50,sgs1 mgt1,yeast mec2-1,yeast cln2 rad14,bub3
O=C(Nc1nc2ccccc2s1)OCCOC(=O)Nc1nc2ccccc2s1,5.8,13.3,23.4,-5.6,17.4,11.9
COC(=O)c1nc(N)nc(C(=O)OC)c1C(=O)c1ccccc1,0.0,-32.9,-29.4,-13.3,42.7,-24.6
Nc1cccc(S(=O)(=O)Nc2ccccc2)c1,10.0,19.6,1.6,25.6,-6.6,0.7
N#Cc1nc(/C=C/c2nc(C#N)c(N)o2)oc1N,-0.9,-34.5,-5.2,-28.7,9.2,8.4
O=C(C(CO)c1ccccc1)N1CCOCC1 (stereo not given),2.5,-10.3,-3.5,-15.4,-23.4,4.3
COc1ccc(N2C(=O)C/C(=C/c3ccc(C(C)C)cc3)C2=O)cc1,9.2,9.3,11.9,-0.1,-60.0,-13.8
O=C(Cc1nc2ccc([N+](=O)[O-])cc2nc1CC(=O)c1cccnc1)c1cccnc1,9.6,14.3,-1.4,10.5,15.2,-3.9
O=C(O)c1ccnc(-c2ccc(Cl)cc2)c1,9.1,5.5,-1.6,5.8,-17.2,-16.8
c1ccc(-c2cc3c(nn2)[nH]c2ccccc23)cc1,8.9,14.4,-2.2,-1.9,-30.2,-15.8
O=C(c1nc2ccc([N+](=O)[O-])cc2[nH]c1=O)C(O)c1ccc2c(c1)OCO2 (stereo not given),0.3,32.4,-11.1,-9.2,11.1,-1.2
Cc1cn(C2CC(N(C)O)C(CO)O2)c(=O)[nH]c1=O (stereo not given),-58.9,-16.8,-8.2,-27.0,-34.7,-12.3
CCN(CC)CCOB(c1cccc2ccccc12)c1cccc2ccccc12,43.8,39.6,17.1,24.4,26.8,-3.4
CC(=O)NS(=O)(=O)c1ccc(NC(=O)CCC(=O)O)cc1,4.0,-8.9,2.4,-20.4,7.2,9.1
O=C(O)CCn1cnc2c(=S)nc[nH]c21,-16.5,-23.2,-28.4,-23.1,-3.0,-54.6
C=CCN(CC=C)c1nc2ccccc2c(=O)[nH]1,0.5&17.2,-6.7&39.6,-3.8&22.5,-3.7&24.2,-60.1&7.9,-12.4&-2.2
COC(=O)/C(C#N)=C/c1ccc2c(c1)OCO2,28.2,12.4,16.1,7.7,11.2,35.9
O/N=C1/CC2CCCCC2CC1(O)c1ccccc1 (stereo not given),30.4,17.3,17.6,19.1,18.4,-3.5
C[N+]1(CC(O)(O)C(F)F)CCOCC1,-9.8,-49.2,-1.6,-29.4,1.6,-18.6
S=C(N/N=C/c1ccco1)NC12CC3CC(CC(C3)C1)C2,26.2,3.0,10.9,8.1,-0.2,13.4
O=C(CNC(=O)C(CSC(c1ccccc1)c1ccccc1)NC(=O)C(CSC(c1ccccc1)(c1ccccc1)c1ccccc1)NC(=O)OCc1ccccc1)OC(c1ccccc1)c1ccccc1 (stereo not given),20.7,4.2,-6.2,3.1,-4.2,-1.9

# Reprinted from the part before: six entries, followed by the next part.
SMILES,mlh1 rad18,rad50,sgs1 mgt1,yeast mec2-1,yeast cln2 rad14,bub3
C=CCN(CC=C)c1nc2ccccc2c(=O)[nH]1,0.5&17.2,-6.7&39.6,-3.8&22.5,-3.7&24.2,-60.1&7.9,-12.4&-2.2
COC(=O)/C(C#N)=C/c1ccc2c(c1)OCO2,28.2,12.4,16.1,7.7,11.2,35.9
O/N=C1/CC2CCCCC2CC1(O)c1ccccc1 (stereo not given),30.4,17.3,17.6,19.1,18.4,-3.5
C[N+]1(CC(O)(O)C(F)F)CCOCC1,-9.8,-49.2,-1.6,-29.4,1.6,-18.6
S=C(N/N=C/c1ccco1)NC12CC3CC(CC(C3)C1)C2,26.2,3.0,10.9,8.1,-0.2,13.4
O=C(CNC(=O)C(CSC(c1ccccc1)c1ccccc1)NC(=O)C(CSC(c1ccccc1)(c1ccccc1)c1ccccc1)NC(=O)OCc1ccccc1)OC(c1ccccc1)c1ccccc1 (stereo not given),20.7,4.2,-6.2,3.1,-4.2,-1.9
CCCCCc1c(-c2n[nH]c(C)c2CCCCC)n[nH]c1C,1.8,5.5,-9.1,-6.0,-7.8,-31.6
CCC(CCl)NC(=O)Nc1cccc2c1CCCC2 (stereo not given),21.0,-4.5,-10.8,-0.8,-32.1,-19.8
O=[N+]([O-])c1cccc(C=Nc2ccccc2O)c1,70.8*,63.1,52.7,41.8,17.6,76.0*
O=C(CCSc1ncnc2nc[nH]c12)c1ccccc1,12.1,-24.8,-3.0,20.4,-36.2,4.3
O=C(N/C(=C\c1ccc(Oc2ccc(Cl)c(Cl)c2)cc1)c1nc2ccccc2[nH]1)c1ccccc1,98.2*,97.8*,98.0*,98.3*,95.6*,97.2*
C=Cc1ccc(C)[n+](C[Si](C)(C)O[Si](C)(C)C[n+]2cc(C=C)ccc2C)c1,9.0,-18.9,-26.1,-11.1,-4.2,-10.8
Nc1c(Cl)cc(C(=O)NC2CC2)cc1Cl,-24.9,-13.1,-11.2,-27.8,-4.8,-26.6
COC(=O)C(C(C)C(C)[N+](=O)[O-])=P(c1ccccc1)(c1ccccc1)c1ccccc1 (stereo not given),10.8,41.7,29.5,3.4,11.2,-5.0
Nc1nc(N)c2[nH]cnc2n1 (tested in a mixture with another compound),-12.0,-25.5,-31.6,-17.1,11.3,-41.6
CC(F)(F)C(F)(F)C(=O)CC(=O)C(F)(F)F.CC(F)(F)C(F)(F)C(=O)CC(=O)C(F)(F)F.[Cu],-43.6,-9.2,-9.8,-20.4,-72.0,1.9
CN(C)c1ncnc2c1ncn2CC(O)CN (stereo not given),-17.2,-7.9,-15.8,-8.7,4.4,5.4
O=C1OC(c2ccc(Cl)cc2)(c2ccc(Cl)cc2)c2c1ccc1ccccc21,19.8,6.5,10.2,5.7,13.8,1.4
Cc1ccc(N=Nc2c(C)nn(C(N)=S)c2C)c(C)c1,4.3,16.1,-1.9,1.0,-46.3,-15.3
COC(=O)C(=O)C(C(=O)C(=O)Nc1cccc(OC)c1)c1nc2ccc(Cl)cc2[nH]c1=O (stereo not given),-25.6,21.1,-8.2,-1.2,-10.2,-35.1
N#Cc1c(N)oc(-c2ccc([N+](=O)[O-])cc2)c1C#N,6.8,12.7,-17.2,11.6,4.0,-32.4
O=C(NCCCl)Nc1[nH]c(=O)ncc1Cl,-3.1,-12.2,-16.5,-13.2,-30.6,-12.4
Cc1ccc(SCCCN(C)C)cc1,16.3,42.0,35.6,17.6,15.2,14.2
O=C(Nc1ccc(S(=O)(=O)N2CCCCC2)cc1)OC1CCCCCC1,10.6,10.1,-8.5,1.1,14.5,-4.0
CNC(=O)OCc1c(COC(=O)NC)c(-c2ccccc2)n(C)c1-c1ccccc1,60.2,35.9,47.4,6.5,16.9,-2.0
Cc1csc(=O)[nH]1,3.6,-10.8,2.8,1.9,-34.8,7.0
OC(CC(c1ccccc1)c1ccc(Br)cc1)(c1ccccc1)c1ccccc1 (stereo not given),4.8,-5.4,-13.2,-7.6,-8.7,-6.8
COC(=O)c1sc(C(=O)OC)c2c1CS(=O)C2,42.2,-10.3,10.1,2.1,30.0,5.5
CCC1(CN(C)C)C(=O)N(C)C(=O)N(C2CCCCC2)C1=O (stereo not given),36.1,39.4,27.1,20.6,19.1,9.3
CC(O)C(O)C(O)C(O)c1nc2ccccc2[nH]1 (stereo not given),9.9,-18.4,-20.6,-3.4,-37.0,4.3
CN1CCc2cc3c(cc2C(=O)Cc2ccc4c(c2C1)OCO4)OCO3,-27.3,-14.7,-8.3,-13.8,10.4,-13.4
CCCCCCC(=O)OCC,14.2,16.3,-4.7,-3.4,0.9,12.9
Nc1c(C(=O)Nc2cccc3c2C(=O)c2ccccc2C3=O)ccc2c1C(=O)c1ccccc1C2=O,24.0,35.1,43.3,10.1,26.7,2.8
O=C(O)c1ccc(C(=O)NCCCN(CCCCN(CCCNC(=O)c2ccc(C(=O)O)c(O)c2O)C(=O)c2ccc(C(=O)O)c(O)c2O)C(=O)c2ccc(C(=O)O)c(O)c2O)c(O)c1O,24.9,11.2,20.3,16.1,-31.3,0.3
CC(OC(=O)Nc1cccc(Cl)c1)c1ccccc1 (stereo not given),99.2*,99.2*,99.5*,99.5*,99.0*,99.7*
CC(COC(=O)c1ccccc1)NC1CCCCC1 (stereo not given),-0.2&10.4,21.9&12.3,10.7&13.7,-0.8&1.1,-0.6&-27.6,0.7&-10.3
O=C(CC/C(C/C(=N/O)c1ccc(F)cc1)=N/O)N(Cc1ccccc1)Cc1ccccc1,-18.6,2.6,-10.3,-21.2,-21.1,-20.6
CCCCn1c(=S)[nH]c2c(=O)n(C)c(=O)n(C)c21,4.0,5.0,7.5,4.3,-14.4,-7.3
CC1CC(=O)CC(C)C1 (stereo not given),16.6,1.7,-10.5,-0.1,-27.1,19.9
CN(C)CCN(C(=Nc1ccccc1)N1CCCC1)c1ccccc1,4.5,-18.7,-30.4,-30.8,17.1,0.5
COc1ccc2[nH]c3c(c2c1)CCNC3CC(C)CCC=C(C)C (stereo not given),69.2,36.8,37.5,25.4,35.4,19.9
c1ccc(CCC2CCCSC2=Nc2ccccc2)cc1 (stereo not given),6.2,-13.8,-6.8,-13.1,-24.1,5.8
CCC(SC(C)C(N)=O)(C(=O)O)c1ccccc1 (stereo not given),-15.0,2.8,5.0,-11.3,-32.3,12.3
Nc1cccc2c(=O)[nH][nH]c(=O)c12,22.1,16.6,23.9,-3.1,9.9,14.8
O=C1CC(c2ccccc2)OC(c2ccccc2Cl)C1 (stereo not given),9.1,-1.2,-39.5,-8.3,-20.7,-5.8
CSc1nc2c(N)nc(N)nc2nc1C,11.5,5.9,0.8,0.2,-31.6,-16.7
O=C1NC(N/N=C\C(O)C(O)C(O)C(O)CO)=N/C1=C\c1ccc(Cl)cc1 (stereo not given),17.6,23.6,25.8,30.6,26.9,24.4
COc1c(OC)c(O)c2c(c1OC)c(=O)c1ccccc1n2C,-8.9,33.3,2.3,21.7,21.5,32.3
Nc1ncnc2c1ncn2C1OC(CSCC(F)(F)F)C(O)C1O (stereo not given),-11.4,-4.0,-8.7,-11.8,26.6,-7.8
CN(C)c1ccc(P(c2ccc(N(C)C)cc2)c2ccc(N(C)C)cc2)cc1,-25.2,-17.2,.,-15.3,.,.
CN(C)Cc1cc(N=Nc2c(Cl)cccc2Cl)ccc1O,18.4,14.4,8.3,19.8,1.9,28.0
CC1OC(C(Cl)(Cl)Cl)NC1=O (stereo not given),-28.9,5.1,-3.3,5.2,-41.2,11.6
C=CCNC(=O)c1ccccc1C(=O)O,46.7,63.2,28.2,36.6,23.6,68.2
O=C(NNc1ccccc1)OCc1ccccc1,32.5,55.0,.,20.5,.,.
CC(C)CC(NC(c1ccccc1)(c1ccccc1)c1ccccc1)C(=O)O (stereo not given),16.1,21.4,35.9,-18.8,-6.2,5.1
C(=NCCC[Si]12OCCN(CCO1)CCO2)c1c[nH]c2ccccc12,16.9,10.2,6.1,2.4,2.4,0.2

# Retrieved one by one from the list above, 3 records:
SMILES,mlh1 rad18,rad50,sgs1 mgt1,yeast mec2-1,yeast cln2 rad14,bub3
CC(F)(F)C(F)(F)C(=O)CC(=O)C(F)(F)F.CC(F)(F)C(F)(F)C(=O)CC(=O)C(F)(F)F.[Cu],-43.6,-9.2,-9.8,-20.4,-72.0,1.9
CCC(CCl)NC(=O)Nc1cccc2c1CCCC2 (stereo not given),21.0,-4.5,-10.8,-0.8,-32.1,-19.8
c1ccc(-c2cc3c(nn2)[nH]c2ccccc23)cc1,8.9,14.4,-2.2,-1.9,-30.2,-15.8

# More records:
SMILES,mlh1 rad18,rad50,sgs1 mgt1,yeast mec2-1,yeast cln2 rad14,bub3
CCCNCCCCC(C)Nc1cc(OC)cc2cccnc12 (stereo not given),23.9,7.1,-15.6,-14.8,-21.1,8.2
CC(C)C(N)=O,-9.2,5.1,-7.2,-0.1,-3.0,12.1
OCCCc1ccccc1,-3.7,-0.1,-2.5,-1.6,-13.2,3.2
CC(C)(C)c1ccc(OCCOCCCl)c(Cl)c1,15.2,17.1,14.6,15.4,-19.9,8.7
Nc1ccc(O)c2c1C(=O)c1c(O)ccc(N)c1C2=O,11.8&42.1,13.4&59.8,-0.6&16.4,-13.4&11.4,-0.7&-16.1,8.2&43.2
CCOC(=O)Nc1ccc(C2SCCN2C(=O)Nc2ccc(Cl)cc2)cc1 (stereo not given),-11.3,-9.5,-9.4,-14.3,-5.7,-7.7
CCc1c2c(nc3ccc(O)cc13)-c1cc3c(c(=O)n1C2)COC(=O)[C@]3(O)CC,-7.2,33.2,-5.9,-5.5,10.6,7.5
CN(C)/C=C/c1ccnc2c1C(=O)c1ccccc1C2=O,92.7*,83.7*,73.3*,90.5*,67.8,75.5*
Cc1cc2c(cc1C)NC1=C(N2)OC(c2ccc3c(c2)OCO3)C1=O (stereo not given),-0.8,-4.4,-2.5,-9.8,-1.1,-15.0
O=c1c2cc([N+](=O)[O-])ccc2n2n1CCCC2,-10.4,15.1,-13.8,9.4,16.9,-16.0
